Compound activity from PubChem.
ELG1 DNA repair – inhibitors of ELG1-dependent DNA repair in HEK293T cells | HEK293T ELG1-luciferase reporter, luminescence, 16 h; DNA damage induced by 5-fluorouridine | 330,000 tested, 2.3% active | Potency, µM (top dose mostly 46.1 µM), without a hit: top-dose activity change, negative = inhibition, actives largely listed as inhibitors; note: potency is the fitted concentration of half-maximal effect; % is set by controls: 0 for no effect and ±100 for the full control effect; nearly all actives have a fitted effect of over 55% in size
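Step one: seed 2,000 cells per well. Step two: pin-transfer compound or DMSO alongside 5-fluorouridine. Step three: incubate 16 hr, 37 °C, 5% CO2. Step four: add ONE-Glo, wait 30 min, read luminescence.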
BRCA1 expr act – BRCA1 expression activation | Potency, µM (highest dose often 46.1 µM), for the others: top-dose activation, most hits filed as activators | MCF7-BRCA1-FFLuc reporter, luminescence, 48 h; response scale: scaled: vehicle 0%, 10 µM genistein 100% | 380,000 tested, 1.1% active | AID 624202; note: potency is the fitted concentration of half-maximal effect; nearly all actives have a fitted effect of over 80% in size; some results filed as inactive show a strong effect at the top dose
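Reporter cells (MCF7, BRCA1 promoter-firefly luciferase) received library compounds across a concentration series for 48 h. End-point luminescence was measured and concentration-effect curves derived after normalization.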
A-T KAP1 phos – candidate therapy for ataxia-telangiectasia | […] A-T fibroblasts, KAP-1 phosphorylation AlphaLISA; neocarzinostatin DNA damage 30 min before lysis | Potency, µM (doses to about 57.5 µM), inactives show at the top dose activation, most hits filed as activators | 320,000 tested, 0.19% active; note: potency is the fitted concentration of half-maximal effect; % of control where 0% means no effect; nearly all actives have a fitted effect of over 45% in size
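ATM-like activity read as KAP-1 phosphorylation via AlphaLISA donor/acceptor antibody pairs after lysis and 6 hr at 25C. Cells were ATM-null patient fibroblasts ([…], hTERT), dosed 60 min, then exposed to the DSB inducer NCS for 30 min.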
TSG101-PTAP inh – blocks PTAP/TSG101 interaction to inhibit HIV-1 budding; Potency, µM (series often up to 115 µM), without a hit: at the top dose activity change, negative = inhibition, usual class: inhibitors; 340,000 tested, under 10 active; Fluorescence polarization, FITC-PTAP peptide / Tsg101 binding; AID 493005; active = well fitted inhibition curve with a large enough effect in the main read-out, with a control signal flat, not every such curve was filed as active; inconclusive = small, poorly fitted or top-dose-only effect, or effect the other way, or a change in a side signal; inactive = no such curve, though single readings can be large or run the other way; note: potency is the fitted concentration of half-maximal effect; % of control where 0% means no effect
Target sequence (Q99816 whole entry, looked up): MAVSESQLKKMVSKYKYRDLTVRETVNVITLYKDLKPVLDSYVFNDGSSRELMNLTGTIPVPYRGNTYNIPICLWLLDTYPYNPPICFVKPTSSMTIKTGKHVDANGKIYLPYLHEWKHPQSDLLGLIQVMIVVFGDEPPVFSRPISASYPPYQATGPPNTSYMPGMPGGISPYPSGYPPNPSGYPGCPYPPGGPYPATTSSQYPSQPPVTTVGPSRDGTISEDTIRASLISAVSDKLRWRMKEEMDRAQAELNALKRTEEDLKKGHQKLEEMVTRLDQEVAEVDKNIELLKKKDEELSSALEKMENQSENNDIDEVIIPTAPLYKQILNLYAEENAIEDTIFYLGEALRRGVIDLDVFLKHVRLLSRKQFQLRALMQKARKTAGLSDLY
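Compounds were pin-transferred onto Tsg101 binding domain (10 uM final) in HEPES pH 7.5 buffer, then FITC-PTAP peptide was added at 50 nM final. After 20 min at RT, polarization reported peptide displacement across a qHTS concentration series.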
B2AR arrestin – recruits beta-arrestin to the human beta2-adrenergic receptor | P07550 | beta-arrestin recruitment to beta2AR, cell-based reporter | Potency, µM (top dose mostly 46.1 µM), inactives show at the top dose activation, hits mostly activators | 330,000 tested, 0.02% active | AID 492947;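 note: potency is the fitted concentration of half-maximal effect; 0% = DMSO controls and full agonism = EC100 isoproterenol or metaproterenol; nearly all actives have a fitted effect of over 65% in size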
Target sequence (P07550 whole entry, looked up): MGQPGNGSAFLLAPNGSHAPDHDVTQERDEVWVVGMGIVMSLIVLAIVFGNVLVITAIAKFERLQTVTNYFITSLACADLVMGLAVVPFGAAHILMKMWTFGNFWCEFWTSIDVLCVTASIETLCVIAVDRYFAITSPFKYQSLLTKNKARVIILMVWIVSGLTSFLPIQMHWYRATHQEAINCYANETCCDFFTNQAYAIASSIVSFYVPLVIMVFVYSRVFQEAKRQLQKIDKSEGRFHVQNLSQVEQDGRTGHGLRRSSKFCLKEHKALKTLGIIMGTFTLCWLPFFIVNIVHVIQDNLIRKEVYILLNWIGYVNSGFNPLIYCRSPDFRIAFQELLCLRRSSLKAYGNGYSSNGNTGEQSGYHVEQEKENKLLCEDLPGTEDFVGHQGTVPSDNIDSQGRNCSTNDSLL
CXXC DNA block – MLL CXXC-DNA interaction inhibition; Q03164; MLL-CXXC / FITC-HOXA9 DNA fluorescence polarization; Potency, µM (titrated, usually from 115 µM), for the others: top-dose activity change, negative = inhibition, usual class: inhibitors; 290,000 tested, 0.037% active; AID 2662; active = well fitted inhibition curve with a large enough effect in the polarisation, with a control signal flat, not every such curve was filed as active; inconclusive = small, poorly fitted or top-dose-only effect, or effect the other way, or a change in a side signal; inactive = no such curve, though single readings can be large or run the other way; the % refers to the polarisation; note: potency is the fitted concentration of half-maximal effect
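Purified MLL-CXXC (added from a 7 uM solution) was preincubated 5 min at ambient with pinned compounds in 50 mM Tris-HCl pH 7.5, 50 mM NaCl, 1 mM DTT, 0.05% BSA. Fluorescein-labeled HOX-A9 DNA (50 nM solution) followed, 30 min, then polarization read.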
TCR activator – activators of T cell receptors; primary human leukocytes, anti-CD3, IL-2 HTRF, 48 h; Potency, µM (highest dose often 9.22 µM), for inactives: at the highest dose activation of IL-2 secretion, usual class: activators; 330,000 tested, under 10 active; AID 504894; note: % of control where 0% means no effect
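IL-2 release read by HTRF sandwich (Eu cryptate donor, d2 acceptor, 665 nm emission) after 48 hr exposure of primary human leukocytes to compound together with anti-CD3 beads in the absence of co-stimulatory signals.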
p53 reactivation – mutant p53 re-activation in reporter cells; Potency, µM (series often up to 92.2 µM), inactives show top-dose activity change, positive = activation, hits mostly activators; H1299 p53-A138V BP100-luciferase reporter, luminescence, 24 h; AID 504706; 320,000 tested, 0.063% active; note: potency is the fitted concentration of half-maximal effect; % of control where 0% means no effect; nearly all actives have a fitted effect of over 45% in size
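p53-null H1299 cells stably carrying temperature-sensitive p53-A138V and a BP100-luciferase reporter were pinned with compounds (4-point, 1:5 series) and held 24 hrs at 37 deg C. Luminescence was read 10 min after detection reagent.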
a7 integrin act – activators of alpha7 integrin expression for muscular dystrophy | alpha7betagal myoblasts, beta-gal FDG fluorescence, 48 h | Potency, µM (titrated, usually from 38.3 µM), without a hit: at the highest dose activation, hits mostly activators | 350,000 tested, 0.064% active;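 note: potency is the fitted concentration of half-maximal effect; 100% = response of the positive control SU9516; nearly all actives have a fitted effect of over 60% in size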
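alpha7betagal+/- myoblasts (passage 13, 250/well) treated 48 h at 37C with compounds at 1:260 dilution of DMSO stock. Lysed, then beta-galactosidase activity read as FDG fluorescence (ex 480/em 540) after 30 min, with pre-read for autofluorescence.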
TRPV1 ag – agonists of human vanilloid receptor 1 (TRPV1) | Q8NER1 | TRPV1-expressing cells, Fluo-8 calcium influx, agonist mode | activation, % at 8.33 µM | 320,000 tested, 0.19% active; in the data active = activation above about 80%; inconclusive = between about 30% and that limit; note: 0% is about no effect
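Fluo-8 calcium influx in TRPV1-expressing cells, kinetic read (ex 480/em 520 nm). Compound added and read 3 min for agonist activity, followed by capsaicin at EC20 final and 2 min further read for enhancement.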
The depositor's hits bear a star; ? = inconclusive; . = no result given; & = joins results of further samples; [ ] = another dose, or the depositor's remark. Unless noted, calls come from the whole dose curve; as a rule, active = well fitted curve in the direction sought with a large enough effect; inconclusive = small, poorly fitted or top-dose-only effect, or another doubt; inactive = no such curve, though single readings can be large; an effect the other way counts as inactive or inconclusive.

SMILES	ELG1 DNA repair	BRCA1 expr act	A-T KAP1 phos	TSG101-PTAP inh	B2AR arrestin	CXXC DNA block	TCR activator	p53 reactivation	a7 integrin act	TRPV1 ag
O=C(NCc1ccccc1F)c1cccc(S(=O)(=O)N2CCCCCC2)c1	-16%	-4%	10%	-3%	-1.0%	.	-3%	1%	39%	?
CN(CC(=O)NC1CCCc2ccccc21)S(=O)(=O)c1cccs1 (centres undefined)	-8%	-5%	10%	0%	-2.1%	7%	5%[46.1 µM]	-4%	7%	2
CCOC(=O)N1CCN(c2ncnc3c2cnn3-c2ccc(Cl)cc2)CC1	?	.	-4%	.	-0.5%	21%	.	4%	.	0
CCc1cccc(OCC(=O)Nc2cc(S(=O)(=O)N3CCOCC3)ccc2N2CCCC2)c1	?	-18%	5%	-1%	0.1%	2%	6%	-10%	1%	2
CCOc1cc(N2CCOCC2)c(OCC)cc1NC(=O)[C@H](C)NC(=O)c1ccco1	?	-28%	-1%	-1%	0.0%	29%	-1%	-9%	?	-4
CCCCCn1c(CNC(=O)c2cccs2)nc2ccccc21	?	-7%	7%	-1%	0.4%	-4%	-1%[46.1 µM]	-8%	4%	?
CCCC1=Nc2cc(C(=O)NCCCOCC)ccc2Sc2ccccc21	-15%	-76%	4%	-1%	-0.2%	4%	0%	-4%	-24%	?
COc1ccc(N2CCN(CCCNC(=S)Nc3c(C)cccc3C)CC2)cc1	-20%	-12%	1%	0%	-0.3%	0%	9%	8%	-13%	-1
COc1ccc(-c2nc(CN3CCC(C(=O)NC4CCCC4)CC3)c(C)o2)cc1OC	10%	8%	0%	-4%	-1.0%	28%	3%	14%	18%	-2
COc1ccc(OC)c(NC(=O)COC(=O)CCCN=C2NS(=O)(=O)c3ccccc32)c1	-5%	6%	-2%	1%	-0.3%	.	-1%	-2%	0%	.
C[C@@H](NS(=O)(=O)c1ccc(Br)cc1F)[C@@H](O)c1ccccc1	3%	-12%	2%	-1%	-0.8%	.	0%[46.1 µM]	2%	-4%	.
CN(CC(=O)Nc1ccc2c(c1)CCC2)CC(=O)Nc1ccccc1Br	?	-8%	4%	-11%	-0.2%	-4%	6%	-4%	-25%	28
COc1ccc(NS(=O)(=O)c2cc(N/C(=N\S(=O)(=O)c3ccccc3)c3ccc(F)cc3)ccc2Cl)cc1	?	-77%	-2%	-1%	-0.7%	2%	3%[46.1 µM]	-3%	-15%	-3
O=C(Nc1ccc(F)cc1)C1=CC(=O)N2CCN=C2S1	14%	.	-2%	.	0.0%	-1%	.	-2%	.	3
Cc1cc(NC(=O)COc2cccnc2[N+](=O)[O-])no1	-10%	16%	6%	0%	0.1%	5%	.	2%	18%	-1
COC(=O)C1=C(C)NC=C([N+](=O)[O-])C1c1ccc(OC)cc1 (centres undefined)	23%	-3%	-1%	0%	-0.2%	-9%	6%[46.1 µM]	-19%	13%	-3
Cc1ccc(C(=O)Nc2ccccc2C(=O)O)cc1S(=O)(=O)Nc1ccccc1	-21%	-12%	-8%	-3%	0.4%	1%	3%	10%	3%	0
O=C(c1ccc(Cl)c([N+](=O)[O-])c1)N1CCN(c2ccccn2)CC1	-19%	-7%	-9%	-2%	4.2%	-3%	2%[46.1 µM]	-3%	-36%	11
O=C(Cn1nc(Cc2cccnc2)c2ccccc2c1=O)N1CCN(C(=O)c2ccco2)CC1	1%	2%	9%	-2%	-0.6%	-8%	-1%	3%	-12%	-1
O=S1(=O)CCC(NC(=S)NCCNC(=S)NC2CCS(=O)(=O)C2)C1 (centres undefined)	12%	-13%	-2%	0%	-0.8%	-2%	6%[46.1 µM]	-15%	12%	-7
O=C(NCc1ccccn1)C1CCCN(S(=O)(=O)c2ccc(Br)cc2)C1 (centres undefined)	.	-2%	.	-8%	.	10%	-4%	.	-12%	8
O=C(NCCCn1ccnc1)c1cc([N+](=O)[O-])cc([N+](=O)[O-])c1	3%	-33%	0%	0%	0.3%	-8%	-4%[46.1 µM]	3%	-3%	0
Cc1c(Cl)cccc1NC(=O)CSc1nnnn1C	13%	32%	-9%	0%	-0.8%	.	-2%	3%	-2%	.
Cc1sc(NC(=S)Nc2ccc(F)cc2)c(C(N)=O)c1C	0%	-40%	-7%	-2%	-0.9%	3%	1%	4%	9%	-3
CC1CN(S(=O)(=O)c2cc(C(=O)NCCC3=CCCCC3)ccc2Cl)CC(C)O1 (centres undefined)	?	40%	2%	0%	-0.7%	.	-7%	?	-55%[inhibitor]	?
O=C(COc1cccnc1[N+](=O)[O-])Nc1cc(S(=O)(=O)N2CCCCC2)ccc1Cl	-2%	7%	-14%	-3%	0.0%	?	-2%	6%	20%	-1
C=CCOc1ccc(CN(C)C(=O)CNC(=O)c2ccc(-c3ccccc3)cc2)cc1	23µM*	-58%	-1%	1%	-0.8%	4%	-1%	-3%	6%	1
Cc1cc(C)nc(NS(=O)(=O)c2ccc(NC(=O)c3ccc(S(=O)(=O)N(C)C)cc3)cc2)n1	-15%	0%	-1%	-5%	-0.3%	0%	0%	.	2%	6
C/C(=N\NC(=O)CC(C)C)c1c(C(F)(F)F)[nH]n(-c2nc3ccccc3s2)c1=O	?	46%	-1%	-2%	-0.2%	-5%	1%	4%	-5%	10
Cc1ccc(NC(=O)CSc2ccccn2)cc1S(=O)(=O)N1CCOCC1	8%	-18%	2%	-3%	-0.1%	?	-1%	-4%	?	8
O=C(O)CCCNS(=O)(=O)c1ccccc1	8%	2%	7%	-4%	-0.2%	-8%	4%[46.1 µM]	-2%	26%	2
COc1ccc(-c2nnc(SCC(=O)N3c4ccccc4Sc4ccccc43)o2)cc1	?	-17%	0%	-9%	-0.1%	6%	-5%[46.1 µM]	-4%	-19%	1
COCCN(C(=O)COC(=O)c1ccccc1Cc1ccccc1)c1c(N)n(Cc2ccccc2)c(=O)[nH]c1=O	-6%	-19%	2%	-5%	7.1%	.	-1%	-2%	-6%	-4
Cc1cc(NC(=NC2CC2)c2ccccc2F)n(-c2ccccc2)n1	-9%	-20%	-1%	0%	0.0%	0%	-7%	-4%	?	5
O=C(O)c1csc(N/N=C/c2ccc(Br)cc2)n1	?	14%	-11%	0%	-0.9%	-6%	.	-2%	33%	-4
O=c1[nH]c(CN2CCCCC2)nc2ccccc12	16%	35%	-14%	-5%	0.4%	5%	-3%	11%	18%	2
CCOC(=O)C1CCCN(C(=O)CC(c2ccccc2)c2ccccc2)C1 (centres undefined)	?	-9%	4%	-2%	0.2%	1%	-2%[46.1 µM]	-6%	16%	?
CCOc1ccccc1NC(=O)c1cccnc1	.	-13%	.	-2%	.	.	-5%	.	?	.
NNC(=S)Nc1cccc(Cl)c1	-3%	21%	-5%	-1%	0.3%	5%	-5%	4%	44%	2
CCCCn1c(N)c(N(CC(C)C)C(=O)CN(C)S(=O)(=O)c2ccc(C)cc2)c(=O)[nH]c1=O	-7%	-15%	-2%	1%	-0.9%	.	-4%	1%	?	4
CC(C)OCC(O)CCc1n[nH]c(=S)n1-c1ccccc1 (centres undefined)	13%	-15%	-8%	1%	-0.3%	-7%	-1%[46.1 µM]	-6%	23%	-1
Cc1ccc(C)c(NC(=O)C2CCCC2)c1	.	26%	.	-1%	.	.	2%	.	10%	.
CCC(C(=O)NC(C)(C)C)N(Cc1cccs1)C(=O)CNS(=O)(=O)c1ccccc1 (centres undefined)	-11%	-24%	-3%	-2%	-0.3%	2%	0%	1%	?	8
COc1ccc(C(=O)Nc2ccccc2N2CCOCC2)cc1S(=O)(=O)N1CCCC1	-20%	-6%	0%	1%	-0.1%	.	2%	-5%	-19%	6
CCOCCCNC(=O)CN1C(=O)COc2ccc(S(=O)(=O)N3CCCC3)cc21	0%	2%&7%	0%	0%	0.1%	26%	-2%	7%	7%	1
O=S(=O)(c1cccs1)N1CN(Cc2ccccc2)c2nc3ccccc3nc21	-23%	-30%	2%	-2%	-0.1%	-1%	0%	-18%	12%	5
Cc1cccc(N2CCN(C(=O)c3cc(C)oc3C)CC2C)c1 (centres undefined)	-6%	-46%	1%	-1%	-0.9%	1%	-1%[46.1 µM]	-6%	-17%	29
O=C1N=C(N2CCN(c3ccccc3)CC2)S/C1=C/c1cccs1	?	32%	-12%	-3%	0.1%	-1%	6%[46.1 µM]	18%	7%	?
CCOC(=O)c1sc2ncn(/N=C/c3ccc(O)cc3)c(=O)c2c1C	?	34%	5%	1%	-0.2%	9%	-3%	-4%	-35%	-2
Cc1nnc(SCC(=O)N(C)C2CCCCC2)s1	?	24%	3%[11.5 µM]	-2%	0.3%	-7%	1%	3%	2%	0
COc1ccc(NC(=O)CCNS(=O)(=O)c2cccc3nsnc23)cc1	-3%	-6%	0%	-4%	-0.2%	27%	-2%	-3%	19%	-3
